High-throughput results: PubChem, several laboratories
CAL PDZ inh: inhibitors of human CAL PDZ peptide binding; Q9HD26; purified CAL PDZ, TMR-peptide fluorescence polarization, 1 h; inhibition, % at 20 µM; hit rate 0.02% among 330,000; AID 504414;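 active means highest replicate inhibition of at least 40%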;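 further: plate controls were DMSO neutral control wells for no effect and unlabeled competitor peptide control wells for full effect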
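Read-out basis: mP drop reported as inhibition | Assay system: Tagged CAL PDZ protein CerCALP, purified | Benchmarks: Unlabelled peptide for full inhibition, DMSO wells as neutral | Schedule: 1 h incubation at room temperature before polarization reading | Buffer or medium: Sodium phosphate/NaCl buffer pH 7.4 with TCEP, IgG, Thesit | Doses: Single point, 20 µM | Measured by: Fluorescence polarization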
Ecoli viability: counter-screen for AddAB inhibitors: E. coli growth inhibition | E. coli V3065 growth, OD600 absorbance, 18 h | inhibition, % at 11.9 µM | hit rate 0.27% among 330,000;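 active means inhibition above the campaign's mean inhibition across all tested compounds plus 3 SD, cut at about 9.9% in these data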;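 further: uninfected addAB+ strain grown without phage in ampicillin broth; 0% = DMSO wells and 100% = ciprofloxacin 0.95 µg/ml wells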
PvdQ acylase: P. aeruginosa PvdQ acylase inhibition; AID 488965; purified PvdQ acylase, fluorescence plate reader; hit rate 0.063% among 340,000; inhibition, % at 10 µM; in the data active means inhibition above about 30%, passing the limit was not always enough;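 further: 0% = vehicle neutral wells and 100% = reference inhibitor wells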
Wnt bcat act: Wnt/beta-catenin pathway activation; activation, % at 9.35 µM; hit rate 1.2% among 300,000; AID 743398; Wnt/beta-catenin reporter cell assay, activator, plate reader; in the data active means activation above about 30%, passing the limit was not always enough;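 further: 0% = neutral control wells and 100% = positive control wells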
phage Ecoli inh: E. coli growth loss with phage present | inhibition, % at 11.9 µM | growth absorbance | hit rate 0.26% among 360,000; in the data active means inhibition above about 11%
Tat transport: blocks Tat-dependent protein export in E. coli; E. coli MC4100 TorA-mCherry Tat export, fluorescence; inhibition, % at 10 µM; hit rate 0.036% among 340,000; AID 488895;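 active means mean replicate inhibition at least 50% and at least half of replicates individually reaching 50%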;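 further: exported cargo escapes ClpAP degradation while cytoplasmic cargo is degraded and loses fluorescence; 0% = median of neutral control wells and 100% = median of NaSCN control wells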
PfHsp90 yeast 2: inhibits growth of yeast expressing Plasmodium falciparum Hsp90 | hit rate 0.32% among 310,000 | inhibition, % at 9.4 µM | S. cerevisiae expressing PfHsp90, BacTiter-Glo ATP, 48 h; yeast lacking PDR1 and PDR3 efflux regulators | AID 504621;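 active means every replicate shows inhibition above about 80%, whatever the replicate mean, limit read from the data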;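 further: 0% = DMSO neutral controls and 100% = 20 µM radicicol positive controls; yeast relying on Plasmodium falciparum Hsp90 in place of its own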
DAGLB inhibitor: diacylglycerol lipase beta (human) inhibition; Q8NCG7; hit rate 0.059% among 340,000; HEK293T DAGLB membrane lysate, EnzChek fluorogenic substrate; inhibition, % at 5.17 µM; in the data active means inhibition above about 34%;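 further: 0% = enzyme with vehicle and 100% = wells lacking enzyme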
Target sequence (Q8NCG7 whole entry, looked up): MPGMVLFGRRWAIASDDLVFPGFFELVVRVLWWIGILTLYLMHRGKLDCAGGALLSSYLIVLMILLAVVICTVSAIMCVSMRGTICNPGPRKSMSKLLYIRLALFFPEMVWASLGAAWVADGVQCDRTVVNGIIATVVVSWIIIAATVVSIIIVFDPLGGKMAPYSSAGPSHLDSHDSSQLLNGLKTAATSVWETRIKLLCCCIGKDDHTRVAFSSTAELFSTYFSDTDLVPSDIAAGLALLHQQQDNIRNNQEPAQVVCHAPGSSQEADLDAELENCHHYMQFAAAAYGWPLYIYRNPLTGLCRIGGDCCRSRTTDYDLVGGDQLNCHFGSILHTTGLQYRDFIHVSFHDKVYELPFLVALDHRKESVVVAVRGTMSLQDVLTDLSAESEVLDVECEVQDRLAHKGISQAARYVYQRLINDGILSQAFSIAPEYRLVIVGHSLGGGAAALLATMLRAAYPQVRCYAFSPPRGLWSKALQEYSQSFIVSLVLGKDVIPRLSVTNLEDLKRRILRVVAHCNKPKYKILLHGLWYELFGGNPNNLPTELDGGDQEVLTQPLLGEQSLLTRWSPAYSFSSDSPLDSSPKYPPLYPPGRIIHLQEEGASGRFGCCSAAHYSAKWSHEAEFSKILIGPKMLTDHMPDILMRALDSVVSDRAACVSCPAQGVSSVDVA
AddAB inh: less growth of phage-infected E. coli with AddAB | E. coli expressing H. pylori AddAB, absorbance growth | inhibition, % at 11.9 µM | hit rate 0.29% among 330,000; in the data active means inhibition above about 12%;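 further: 0% = vehicle wells of infected cells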
Rtt109 HAT inh: C. albicans Rtt109 histone acetyltransferase inhibition. hit rate 0.16% among 330,000. Q5AAJ8. purified Rtt109/Vps75, ThioGlo CoA-SH fluorescence, 4 h. inhibition, % at 34.9 µM;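 active means inhibition of at least 50% in every replicate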
Target sequence (Q5AAJ8 whole entry, looked up): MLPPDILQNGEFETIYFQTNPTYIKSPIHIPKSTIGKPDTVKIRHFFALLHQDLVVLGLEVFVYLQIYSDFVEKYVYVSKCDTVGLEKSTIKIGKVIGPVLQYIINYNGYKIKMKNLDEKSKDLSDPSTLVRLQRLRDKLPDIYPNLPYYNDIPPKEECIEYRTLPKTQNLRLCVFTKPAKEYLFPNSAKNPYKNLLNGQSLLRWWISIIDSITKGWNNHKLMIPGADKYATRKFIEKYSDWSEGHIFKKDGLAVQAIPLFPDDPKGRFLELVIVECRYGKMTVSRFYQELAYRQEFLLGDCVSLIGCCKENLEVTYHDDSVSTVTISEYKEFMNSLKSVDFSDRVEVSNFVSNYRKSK
* marks the source's active call; other numbers are inactive results; / = not tested or not shown.

SMILES | CAL PDZ inh | Ecoli viability | PvdQ acylase | Wnt bcat act | phage Ecoli inh | Tat transport | PfHsp90 yeast 2 | DAGLB inhibitor | AddAB inh | Rtt109 HAT inh
CCN(CC)S(=O)(=O)c1cc(NC(=O)COC(=O)CCC(=O)c2ccc(F)cc2)ccc1C | -0.2 | -0.7 | -7 | / | 2.1 | 11 | 8 | -1 | 3.8 | -15
Cc1c(Cl)cccc1NC(=S)NCCN1CCOCC1 | -1.5 | 1.0 | -12 | -2 | 3.2 | 3 | 16 | 1 | 3.1 | -8
CC(C)N(C(=O)COC(=O)CCC(=O)c1cccs1)c1ccccc1 | 0.2 | -0.9 | -1 | -3 | 4.4 | 7 | 6 | -3 | -0.7 | 30
COc1ccc(CNC(=O)COC(=O)CNC(=O)c2sc3ccccc3c2Cl)cc1OC | -2.5 | -0.7 | -20 | 4 | 0.9 | -10 | 18 | -4 | 2.9 | 8
COc1ccc([N+](=O)[O-])cc1NC(=O)CCN1CCN(C)CC1 | -1.0 | 1.7 | -12 | 0 | 6.2 | 1 | -31 | 0 | 4.6 | -8
CC(C)CNC(=O)c1ccccc1-c1ccccc1C(=O)O | -0.2 | -0.7 | -1 | -3 | 2.8 | -1 | / | 2 | -0.1 | 0
COc1cc(C)ccc1OCCOc1c(Cl)cc(Cl)cc1Cl | -0.8 | 2.9 | -12 | / | 2.0 | 9 | -18 | -15 | 5.0 | 2
CCOc1cc(C(=S)N2CCCC2)ccc1OC(=O)Cc1ccc(F)cc1 | -1.9 | -0.7 | 1 | 0 | 1.3 | 7 | 5 | -6 | 2.3 | 22
COc1ccccc1NC(=S)N1CCC(NC(=O)NC23CC4CC(CC(C4)C2)C3)CC1 | -2.1 | -3.9 | -4 | / | 1.9 | 3 | -10 | -1 | 1.5 | 14
O=C(COC(=O)C1CC2C=CC1C2)NCc1ccco1 (stereo unspecified) | -0.5 | 0.0 | -14 | / | 0.7 | -8 | -20 | 0 | 3.2 | 10
CCn1cc(C(=O)OCC(=O)c2ccccc2)c(=O)c2ccc(C)nc21 | -1.4 | / | 2 | -1 | 3.5 | -7 | 10 | 0 | / | -9
Cc1nc2sccn2c1P(c1c(C)nc2sccn12)c1c(C)nc2sccn12 | -0.3 | 0.9 | 3 | / | 2.5 | -3 | -9 | 1 | 0.0 | 0
COc1ccccc1CCNC(=O)c1cccc(S(=O)(=O)N2CCc3ccccc3C2)c1 | 0.1 | -0.5 | 16 | 0 | 0.8 | -11 | 4 | -9 | -1.3 | 10
CCOc1ccccc1N1CCN(C(=O)c2c(C)noc2C)CC1 | 0.0 | 2.0 | -29 | / | 2.1 | -6 | -27 | 2 | 1.8 | -8
COC(=O)c1cccc(NC(=S)Nc2cccc(Cl)c2Cl)c1 | -2.5 | 0.2 | -12 | / | 2.4 | 5 | -13 | -1 | -0.1 | -5
Clc1ccccc1OCc1nc(-c2ccccn2)no1 | -5.2 | 4.3 | -7 | 39* | 1.6 | -2 | -7 | -2 | 1.3 | -6
CCCCNC(=O)CSc1nc2ccc(NC(=O)CSc3nnc(N)s3)cc2s1 | -1.0 | -1.7 | 3 | 0 | 3.0 | 4 | -4 | 2 | 2.0 | 11
CN(C)S(=O)(=O)c1ccc(N2CCCC2)c(C(=O)NNC(=O)COc2ccccc2Cl)c1 | -0.1 | 2.7 | -16 | -5 | 1.0 | 1 | / | 1 | 2.6 | 5
CCOc1ccc(CC(=O)C2C(=O)CCCC2=O)cc1OCC | -0.1 | 0.0 | -1 | -4 | / | -5 | / | 0 | 3.9 | 1
CCCCN(C(=O)c1ccc(-c2ccc(Cl)cc2)o1)c1c(N)n(CCCC)c(=O)[nH]c1=O | 0.6 | 0.0 | 8 | -3 | 0.3 | -5 | -5 | -1 | 0.7 | 0
O=C(COc1ccccc1[N+](=O)[O-])N/N=C/c1ccccn1 | -0.9 | 0.9 | -20 | / | 2.0 | 1 | 19 | -1 | 6.0 | /
Cc1cc(C)cc(NC(=O)CCNS(=O)(=O)c2cc(Br)cnc2N)c1 | -1.1 | -2.5 | -4 | -1 | 0.7 | 2 | -39 | 2 | 1.5 | 4
NC(=O)c1nsc(C(=O)N(CC(=O)NC2CCCCC2)c2cccc(F)c2)c1N | -0.6 | -0.3 | -10 | -2 | 0.9 | -6 | 38 | -1 | -0.3 | 3
CN(C)c1nc(OCc2ccccc2)c2ncc(=O)[nH]c2n1 | -1.7 | 2.0 | -15 | 0 | 0.3 | -2 | 11 | 2 | 2.8 | -18
Oc1cc(CNCc2ccccc2)c(O)cc1CNCc1ccccc1 | 0.4 | / | -8 | -4 | 2.4 | -10 | -5 | 13 | / | 4

A different layout for some results above:
compound	CAL PDZ inh	Ecoli viability	PvdQ acylase	Wnt bcat act	phage Ecoli inh	Tat transport	PfHsp90 yeast 2	DAGLB inhibitor	AddAB inh	Rtt109 HAT inh
CCN(CC)S(=O)(=O)c1cc(NC(=O)COC(=O)CCC(=O)c2ccc(F)cc2)ccc1C	-0.2	-0.7	-7	/	2.1	11	8	-1	3.8	-15
Cc1c(Cl)cccc1NC(=S)NCCN1CCOCC1	-1.5	1.0	-12	-2	3.2	3	16	1	3.1	-8
CC(C)N(C(=O)COC(=O)CCC(=O)c1cccs1)c1ccccc1	0.2	-0.9	-1	-3	4.4	7	6	-3	-0.7	30
COc1ccc(CNC(=O)COC(=O)CNC(=O)c2sc3ccccc3c2Cl)cc1OC	-2.5	-0.7	-20	4	0.9	-10	18	-4	2.9	8
COc1ccc([N+](=O)[O-])cc1NC(=O)CCN1CCN(C)CC1	-1.0	1.7	-12	0	6.2	1	-31	0	4.6	-8
CC(C)CNC(=O)c1ccccc1-c1ccccc1C(=O)O	-0.2	-0.7	-1	-3	2.8	-1	/	2	-0.1	0
COc1cc(C)ccc1OCCOc1c(Cl)cc(Cl)cc1Cl	-0.8	2.9	-12	/	2.0	9	-18	-15	5.0	2
CCOc1cc(C(=S)N2CCCC2)ccc1OC(=O)Cc1ccc(F)cc1	-1.9	-0.7	1	0	1.3	7	5	-6	2.3	22
COc1ccccc1NC(=S)N1CCC(NC(=O)NC23CC4CC(CC(C4)C2)C3)CC1	-2.1	-3.9	-4	/	1.9	3	-10	-1	1.5	14
O=C(COC(=O)C1CC2C=CC1C2)NCc1ccco1 (stereo unspecified)	-0.5	0.0	-14	/	0.7	-8	-20	0	3.2	10

Next section
SMILES | CAL PDZ inh | Ecoli viability | PvdQ acylase | Wnt bcat act | phage Ecoli inh | Tat transport | PfHsp90 yeast 2 | DAGLB inhibitor | AddAB inh | Rtt109 HAT inh
COc1ccccc1/C=C/C(=O)OCC(=O)c1cc(C)n(C)c1C | -1.4 | -0.5 | -13 | 1 | 3.5 | 4 | -5 | -7 | -0.3 | -9
Oc1ccc(/C=N/n2cnn(Cc3ccccc3Cl)c2=S)c(O)c1 | -0.9 | 0.4 | 16 | -1 | 4.0 | -1 | 10 | -1 | 4.5 | -2
COc1ccc(C2C3C(=O)N(Cc4ccccc4)C(=O)C3ON2c2ccccc2)c(OC)c1OC (stereo unspecified) | -0.3 | 1.1 | -2 | / | 0.6 | 0 | 15 | -15 | -0.4 | -1
Cc1cc(C)cc(N(CC(=O)N/N=C/c2ccncc2)S(=O)(=O)c2ccccc2)c1 | -1.6 | 0.3 | 0 | / | 1.6 | 2 | -4 | 1 | -0.5 | 24
Oc1cc(-n2cccn2)c(O)cc1-n1cccn1 | 0.1 | 0.5 | -3 | 2 | -1.8 | 0 | 0 | 0 | 0.4 | 0
Cc1cc(NC(=O)COc2ccccc2)n(-c2ccccc2)n1 | -0.6 | -2.2 | 6 | / | -0.7 | -3 | 15 | -2 | -1.9 | 5
COc1ccc(NC(=O)CCCN2C(=O)C3CC=CCC3C2=O)cc1 (stereo unspecified) | -1.8 | 0.9 | -9 | 10 | 1.8 | -1 | -12 | 0 | -0.4 | -8
Clc1ccc(COc2ccccn2)cc1Cl | -0.7 | -0.7 | -4 | / | 3.2 | 7 | 4 | 0 | 3.0 | -9
Cc1nc(NC(C)(C)CO)c([N+](=O)[O-])cc1[N+](=O)[O-] | -2.2 | -2.3 | -13 | 4 | 1.2 | -9 | -6 | 3 | -0.8 | 7
COc1ccc(-n2nnnc2-c2cccc(OC)c2)cc1 | -1.6 | 3.2 | 14 | -9 | 2.0 | 6 | -4 | -4 | 3.5 | 9
COc1ccc(-n2nc(C(=O)NCC(=O)NC3CCCC(C)C3C)c3ccccc3c2=O)cc1 (stereo unspecified) | -4.7 | -1.4 | -13 | -4 | 1.5 | 5 | -3 | -2 | 1.4 | 6
CCOc1ccccc1-n1nnnc1SCC(=O)NC(=O)NCc1ccco1 | -1.9 | 2.4 | -11 | -2 | -1.4 | -1 | -3 | 1 | 1.7 | -3
O=C(OCCc1cc2ccccc2c(=O)o1)c1cccs1 | -0.2 | 2.4 | -8 | 0 | 3.0 | -10 | 28 | 2 | 2.4 | 2
O=C(Nc1ccccc1)NC1CCCCC1 | / | -0.1 | -8 | / | -0.1 | -2 | -11 | -2 | 3.5 | 5
C/C(=N/NC(N)=S)c1cc2ccc(O)cc2oc1=O | -0.1 | 2.1 | -12 | 4 | 2.9 | -2 | 10 | -2 | -0.1 | -244
CCN(CC)c1nc(-c2ccccc2)nc2c1sc(=S)n2CC | 0.1 | 1.0 | -6 | -3 | 2.1 | -2 | -1 | 1 | -0.1 | -7
CCOc1ccc(C2C(C(C)=O)=C(O)C(=O)N2CCc2c[nH]c3ccccc23)cc1 (stereo unspecified) | -3.6 | -0.6 | -12 | 0 | 4.4 | -5 | -5 | 11 | 2.8 | 1
NC(=O)c1cccnc1Nc1cccc([N+](=O)[O-])c1 | 0.0 | -0.5 | -3 | 15 | 0.8 | -3 | -6 | 1 | 1.9 | -11
CCOC(=O)C1CCCN(C(=O)c2ccccc2Oc2ccccc2)C1 (stereo unspecified) | 0.1 | 2.2 | 2 | -4 | 3.3 | 0 | 6 | -1 | 1.6 | 6
CCCn1c(SCC(=O)N2CCc3ccccc3C2)nc2c1c(=O)n(C)c(=O)n2C | -0.9 | 2.6 | -9 | -2 | 1.9 | 16 | / | 3 | 2.8 | 8
CCCn1c(=O)n(C)c(=O)c2c(SCC(=O)NCC(c3ccccc3)N(C)C)nc(CC(C)C)nc21 (stereo unspecified) | -1.2 | -0.7 | -12 | 2 | 1.6 | 3 | 5 | -2 | 0.6 | 8
Cc1nc(-c2ccc(Cl)cc2)sc1C1(C)CC(c2ccccc2)=NO1 (stereo unspecified) | -0.8 | 3.3 | 10 | 29 | 4.1 | 2 | 9 | -10 | 2.1 | -11
S=c1[nH]c2ccccc2n1Cc1ccccc1 | -0.8 | 1.7 | -2 | -2 | 1.3 | 5 | 13 | -4 | 4.3 | -3
CCOC(=O)/C(=C\Nc1ccc(OC(F)(F)F)cc1)Sc1ncc(C(F)(F)F)cc1Cl | -0.2 | -2.2 | 3 | -7 | 3.9 | -10 | 4 | -6 | 3.0 | -1
CCOC(=O)C1=C(C)OC(N)=C(C#N)C1c1cc2c(cc1[N+](=O)[O-])OCO2 (stereo unspecified) | -1.1 | 1.1 | -5 | 0 | 4.2 | 7 | 3 | -2 | 1.7 | -3
